G9a block: qHTS Assay for Inhibitors of Histone Lysine Methyltransferase G9a; Histone-lysine N-methyltransferase EHMT2 (Homo sapiens), Q96KQ7; G9a H3K9 monomethylation, AlphaScreen, 2 h; actives 8.8% (n = 350,000); Potency, µM (doses to about 102 µM), without a hit: at the top dose activity, negative = inhibition, usual class: inhibitors; further: potency means the concentration at half of the fitted maximal effect; on the % scale 0 is the no-effect control and ±100 the full control effect; nearly all actives have a fitted effect of over 75% in size
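AlphaScreen detection with an anti-monomethyl H3K9 antibody quantified product after a 2 h room-temperature reaction containing 500 nM biotinylated H3K9 peptide, 20 µM SAM and 20 nM enzyme, which had been preincubated 15 min with compound.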
POLH inh: qHTS for Inhibitors of Polymerase Eta | DNA polymerase eta (Homo sapiens), Q9Y253 | recombinant Pol eta, fluorescent DNA replication assay | Potency, µM (doses to about 114 µM), inactives show top-dose activity change, negative = inhibition, hits mostly inhibitors | actives 1.2% (n = 390,000) | AID 588591, 2011; further: potency means the concentration at half of the fitted maximal effect; on the % scale 0 is the no-effect control and ±100 the full control effect
Target sequence (Q9Y253 whole entry, looked up): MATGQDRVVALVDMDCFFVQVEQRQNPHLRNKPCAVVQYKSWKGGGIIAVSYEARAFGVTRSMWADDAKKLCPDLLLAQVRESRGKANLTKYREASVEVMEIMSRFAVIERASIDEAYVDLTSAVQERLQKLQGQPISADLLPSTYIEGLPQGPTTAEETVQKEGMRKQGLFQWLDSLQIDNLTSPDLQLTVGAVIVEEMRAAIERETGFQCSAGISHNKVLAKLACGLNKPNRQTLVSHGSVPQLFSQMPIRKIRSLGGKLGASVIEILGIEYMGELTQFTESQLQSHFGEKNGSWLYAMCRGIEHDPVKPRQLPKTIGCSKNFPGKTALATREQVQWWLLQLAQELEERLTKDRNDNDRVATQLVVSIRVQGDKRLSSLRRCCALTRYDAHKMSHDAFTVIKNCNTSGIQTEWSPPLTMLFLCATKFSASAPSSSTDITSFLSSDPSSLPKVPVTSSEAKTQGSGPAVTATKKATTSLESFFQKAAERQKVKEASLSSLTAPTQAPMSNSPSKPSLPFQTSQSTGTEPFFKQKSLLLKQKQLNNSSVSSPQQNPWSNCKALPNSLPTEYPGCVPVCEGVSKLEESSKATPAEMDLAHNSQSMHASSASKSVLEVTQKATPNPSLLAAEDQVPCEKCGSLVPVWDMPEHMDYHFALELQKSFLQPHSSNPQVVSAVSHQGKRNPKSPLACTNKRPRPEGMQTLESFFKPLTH
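Pol eta at 10 nM preincubated with compounds 15 min at room temperature; reaction started with fluorescent substrate (50 nM final) and read kinetically at 0 and 10 min.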
GLS inhibitor: qHTS for Inhibitors of Glutaminase (GLS); Glutaminase kidney isoform, mitochondrial (Homo sapiens), O94925; GLS enzymatic activity, qHTS titration; Potency, µM (highest dose often 45.5 µM), for inactives: at the highest dose activity change, negative = inhibition, hits mostly inhibitors; actives 0.21% (n = 410,000); AID 624170, 2012; further: potency means the concentration at half of the fitted maximal effect; on the % scale 0 is the no-effect control and ±100 the full control effect
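Assay buffer: 45 mM KH2PO4 pH 8.2, 0.02% Tween-20. hKGA acts on L-glutamine (1 mM solution added); product glutamate is reported by an oxidase/peroxidase Amplex Red coupling, with fluorescence taken at baseline and 30 min.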
HP1b binding inh: HTS for Inhibitors of HP1-beta Chromodomain Interactions with Methylated Histone Tails. Chromobox protein homolog 1 (Homo sapiens), P83916. Potency, µM (doses to about 114 µM), inactives show at the highest dose activity change, negative = inhibition, hits mostly inhibitors. actives 0.56% (n = 390,000). AlphaScreen HP1-beta / biotin-H3K9me3 peptide binding; further: potency means the concentration at half of the fitted maximal effect; nearly all actives have a fitted effect of over 70% in size; inactives centre near 23
Target sequence (P83916 whole entry, looked up): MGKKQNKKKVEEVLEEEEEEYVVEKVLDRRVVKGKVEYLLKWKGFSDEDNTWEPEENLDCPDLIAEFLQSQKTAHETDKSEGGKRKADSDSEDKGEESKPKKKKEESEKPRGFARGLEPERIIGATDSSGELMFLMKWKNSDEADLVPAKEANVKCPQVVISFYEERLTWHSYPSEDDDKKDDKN
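AlphaScreen: HP1-beta (50 nM) preformed 30 min with biotin-H3(1-18)K9me3 peptide (50 nM) in PBS pH 7.4, 0.01% Tween-20. Compound added for 30 min at RT, then streptavidin donor/nickel chelate acceptor beads (10 ug/mL) for 30 min.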
BAZ2B inh: qHTS Assay for Inhibitors of BAZ2B. Bromodomain adjacent to zinc finger domain protein 2B (Homo sapiens), Q9UIF8. AlphaScreen BAZ2B-H3K14Ac peptide displacement. Potency, µM (top dose mostly 114 µM), for inactives: at the highest dose activity change, negative = inhibition, usual class: inhibitors. actives 4.4% (n = 360,000). AID 504333, 2011; further: potency means the concentration at half of the fitted maximal effect; on the % scale 0 is the no-effect control and ±100 the full control effect; nearly all actives have a fitted effect of over 60% in size
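Protein-peptide AlphaScreen: BAZ2B 50 nM, b-H3K14Ac 50 nM, 1x PBS pH 7.4 + 0.01% Tween-20. Preincubation 30 min RT; cpd 30 min RT (top 110 uM); beads 20 min RT, light-protected.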
Pin1 inhibitor: qHTS Assay to Find Inhibitors of Pin1; Peptidyl-prolyl cis-trans isomerase NIMA-interacting 1 (Homo sapiens), Q13526; Pin1 FP peptide displacement, HiFluor488, 10 min; Potency, µM (doses to about 115 µM), for inactives: at the top dose activity, negative = inhibition, actives largely listed as inhibitors; actives 0.009% (n = 390,000); AID 504891, 2011; active means well fitted inhibition curve with a large enough effect in the polarisation, with a control signal flat, not every such curve was filed as active; inconclusive means small, poorly fitted or top-dose-only effect, or effect the other way, or a change in a side signal; inactive means no such curve, though single readings can be large or run the other way; the % refers to the polarisation; further: potency means the concentration at half of the fitted maximal effect; on the % scale 0 is the no-effect control and ±100 the full control effect
Target sequence (Q13526 whole entry, looked up): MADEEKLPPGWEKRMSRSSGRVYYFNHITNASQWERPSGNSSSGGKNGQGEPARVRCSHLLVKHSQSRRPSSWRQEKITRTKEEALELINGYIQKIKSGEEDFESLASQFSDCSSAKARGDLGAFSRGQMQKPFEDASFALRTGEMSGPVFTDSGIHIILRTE
JMJD2A Tudor inh: qHTS Assay for Inhibitors of JMJD2A-Tudor Domain; Lysine-specific demethylase 4A (Homo sapiens), O75164; AlphaScreen JMJD2A-Tudor / H3K4me3 peptide binding; Potency, µM (highest dose often 114 µM), for inactives: at the highest dose activity change, negative = inhibition, hits mostly inhibitors; actives 4.4% (n = 390,000); further: potency means the concentration at half of the fitted maximal effect; on the % scale 0 is the no-effect control and ±100 the full control effect; nearly all actives have a fitted effect of over 50% in size
Tb PGK inh: qHTS Assay to Find Inhibitors of Phosphoglycerate Kinase; Phosphoglycerate kinase, glycosomal (Trypanosoma brucei brucei), P07378; PGK/GAPDH coupled, Kinase-Glo luminescence, 60 min; Potency, µM (titrated, usually from 57.5 µM), for inactives: at the top dose activity change, negative = inhibition, most hits filed as inhibitors; actives 0.043% (n = 380,000); AID 602233, 2012; further: potency means the concentration at half of the fitted maximal effect; on the % scale 0 is the no-effect control and ±100 the full control effect; nearly all actives have a fitted effect of over 60% in size
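Luminescent ATP detection (Kinase-Glo Plus) follows a 60-minute room-temperature incubation, with wells lacking PGK as controls. Buffer: 100 mM TEA (pH 7.6), 5 mM MgCl2, 0.01% Tween-20. Coupling enzyme GAPDH (100 nM final) supplies unstable 1,3-BPG in-well.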
PI4K2A inh: qHTS for small molecular inhibitors of PI4K2A. Phosphatidylinositol 4-kinase type 2-alpha (Homo sapiens), Q9BTU6. purified PI4K2A, ADP-Glo luminescence, 1 h; stronger effect = lower value. activity change, negative = inhibition, % at 76.9 µM. actives 0.13% (n = 420,000). AID 1346378, 2018; in the data active means activity change below about -50%; inconclusive means mostly about -30% to -49%;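 further: -100% = wells without enzyme as full effect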
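In this quantitative HTS, ADP production by PI4K2A was quantified luminescently after 1 h at ambient temperature; 100 microM adenosine served as plate-quality control.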
Numbers without * were called inactive; i = inactive; ? = inconclusive; / = not tested or not shown; [ ] = another dose, or the depositor's remark. Unless noted, the call rests on the fitted dose curve; in most records, active means well fitted curve in the direction sought with a large enough effect; inconclusive means small, poorly fitted or top-dose-only effect, or another doubt; inactive means no such curve, though single readings can be large; an effect the other way counts as inactive or inconclusive. An excerpt. The share of hits here may be higher or lower than overall.

SMILES	G9a block	POLH inh	GLS inhibitor	HP1b binding inh	BAZ2B inh	Pin1 inhibitor	JMJD2A Tudor inh	Tb PGK inh	PI4K2A inh
COc1ccc(-c2n[nH]c(=S)n2/N=C/C=C/c2ccccc2OC)cc1	1.3µM*	?	?	6%	-2%	?	79µM*	0%	3
COC(=O)Cn1c(=O)sc2ccccc21	12%[12.7 µM]	0%	-7%	12%	-2%	1%	-6%	-3%	-5
O=C(COc1ccc(Br)cc1)NCC1COc2ccccc2O1 (centres undefined)	16%[59 µM]	-22%	3%	33%	11%	1%	-21%	-2%	-4
C[C@H](NC(=O)OCc1ccccc1)C(=O)NNC(=O)[C@H](C)NC(=O)OCc1ccccc1	11%[59 µM]	-14%	3%	36%	9%	-11%	-21%	-7%	0
O=C(COC(=O)c1ccccc1-n1cnnn1)c1ccc(F)c(F)c1	?	0%	7%	28%	-1%	1%	-6%	0%	0
C=CCN(CC(=O)Nc1cccnc1)S(=O)(=O)c1ccc(Cl)cc1	/	6%	-13%	29%[57 µM]	/	-1%	-8%	-2%	0
C=CCn1nc(C(=O)N2CCOCC2)cc1-c1sc(NC(=O)c2ccccc2)nc1C	/	-8%	-7%	/	/	/	/	i	0
COC(=O)c1sc(=S)n(-c2ccc(Cl)cc2)c1C	-36%[59 µM]	-6%	12%	1%	-31%	0%	-14%	6%	-7
CC(C)CNC(=O)C(=O)NCC1OCCN1S(=O)(=O)c1cccs1 (centres undefined)	/	-1%	-15%	31%	/	-2%	-5%	i	5
COc1ccc(C)cc1N1CC(C(=O)Nc2ccccc2N2CCCCC2)CC1=O (centres undefined)	-6%[2.33 µM]	-17%	29%	49%[activator]	0%	5%	-7%	i	-2
CCCN(CCC)S(=O)(=O)c1ccc(C(=O)Nc2nnc(-c3cc(OC)cc(OC)c3)o2)cc1	-6%	-19%	-4%	47%[activator]	3%	-2%	-17%	i	1
O=C(CCN1CCN(c2ccccc2)CC1)NNC(=O)Cc1ccccc1Cl	-10%[2.33 µM]	-19%	4%	29%	5%	-4%	-11%	-8%	1
COc1ccc(/C=N/Nc2nnc(C)n2N)cc1OC(C)=O	45µM*	-1%	-26%	23%	-25%	0%	-11%	-2%	?
Cc1cc(C)n(CCC(=O)N/N=C/c2c(O)ccc3ccccc23)n1	10%[59 µM]	-19%	33%[activator]	21%[57 µM]	0%	1%	?	5%	-5
CCN(CC)S(=O)(=O)c1ccc(N=Nc2cc(C)cc(Br)c2O)cc1	/	-23%	-13%	?	/	-2%	?	-1%	9

A few values from above.
`COC(=O)Cn1c(=O)sc2ccccc21` @ BAZ2B inh = -2%
`COC(=O)c1sc(=S)n(-c2ccc(Cl)cc2)c1C` @ BAZ2B inh = -31%

Next section:
SMILES	G9a block	POLH inh	GLS inhibitor	HP1b binding inh	BAZ2B inh	Pin1 inhibitor	JMJD2A Tudor inh	Tb PGK inh	PI4K2A inh
COc1ccc([N+](=O)[O-])cc1N(CC(O)Cn1nnc2ccccc21)S(=O)(=O)c1ccc(C)cc1 (centres undefined)	-5%[59 µM]	4%	/	13%	-11%	5%	-25%	-4%	0
O=C(CNC(=O)C1COc2ccccc2O1)N/N=C\c1ccc(Cl)cc1 (centres undefined)	12%	-19%	-2%	22%	2%	-1%	-19%	-6%	-1
NCCNC(=O)c1c(NC(=O)c2ccccc2)sc2c1CCCC2	-5%	-13%	3%	30%	-24%	10%	-22%	3%	2
COc1cc(OC)c(-c2nc(-c3ccncc3)no2)cc1OC	-9%	-15%	11%	20%	-1%	0%	-16%	-4%	-4
Cc1ccc(OCC(=O)c2cc(C)n(CC(F)(F)F)c2C)c([N+](=O)[O-])n1	?	-2%	6%	11%	?	1%	-20%	7%	3
CCC(=O)Nc1ccc(NCc2ccc(-c3ccccc3)cc2)cc1	25µM*	-2%	0%	4%	-27%	?	?	2%	-2
CN(C)CCCNC(=O)c1ccc(-c2nc(-c3ccc(Cl)cc3)cs2)cc1	?	-23%	-5%	-2%	-35%	4%	-31%	1%	2
CC(NC(=O)c1cccs1)C(c1cccs1)N1CCOCC1 (centres undefined)	-12%[59 µM]	0%	-1%	34%	44%[activator]	-4%	-1%	/	-1
O=C(c1nc2ccccn2c1CNCCCn1nnc2ccccc21)N1CCOCC1	-18%	-16%	-3%	38%	-2%	7%	10%	-5%	1
N#C/C(=C/c1cn(Cc2ccccc2Cl)c2ccccc12)C(=O)Nc1cccc(Cl)c1	13%[59 µM]	-15%	1%	43%[activator]	-1%	?	-8%	i	-3
COc1ccc(CC(=O)NC2CCN(CC(=O)N3CCCc4ccccc43)CC2)cc1OC	-24%[12.7 µM]	-2%	3%	6%	-2%	-1%	-6%	-7%	0
Cc1ccnc(NC(=O)CNC(=O)COc2ccccc2)c1	-4%	-8%	0%	7%	-34%	-3%	-6%	-8%	-3
CCOC(=O)CSc1nc2ccccc2c(=O)n1CC1CCCC1	79%[activator][59 µM]	-18%	?	91%[activator]	71%[activator]	-2%	?	3%	1
Cc1ccc(C(=O)C(C)OC(=O)CNC(=O)c2ccc(Br)o2)cc1 (centres undefined)	11%[59 µM]	-12%	-1%	28%	-6%	1%	-13%	-7%	2
CCOC(=O)C1(CCc2ccccc2)CCN(C(=O)C2=C(C)OCCO2)CC1	/	3%	4%	13%	1%	-10%	-8%	-5%	4
Cc1cccc(NC(=O)c2cc3c(=O)n4cccc(C)c4nc3s2)c1C	5%[59 µM]	1%	-1%	26%	3%	-2%	-17%	5%	-25
CCC(=O)N/N=C/c1ccc(-c2ccc([N+](=O)[O-])cc2)o1	/	-8%	0%	0%	-4%	?	-6%	4%	0
CCCCn1c(N)c(N(CCC(C)C)C(=O)c2[nH]c(C)c(C(=O)OCC)c2C)c(=O)[nH]c1=O	?	-15%	0%	27%	-1%	9%	-9%	-3%	5
Cc1ccc(CSCC(=O)NN=C2CCN(C)CC2)cc1	14%[59 µM]	-15%	12%	27%	-7%	8%	-2%	i	2
CN(C(=O)COC(=O)CNC(=O)c1ccc(Cl)cc1Cl)c1ccccc1	10%	-10%	-13%	-5%	-2%	3%	-13%	-6%	-8
O=C(Nc1ccccc1)c1ccc(-c2ccc(F)cc2)s1	7%	9%	1%	6%	-2%	-9%	-9%	7%	-1
O=C(CCNS(=O)(=O)c1ccccc1C(F)(F)F)NCC(c1ccco1)N1CCCCC1 (centres undefined)	3%	-17%	-1%	24%	-31%	-2%	-16%	i	-1
O=C1CC(c2ccccc2Cl)CC(O)=C1C=Nc1ccccc1 (centres undefined)	-4%[59 µM]	-19%	29%	45%[activator]	2%	-5%	-1%	7%	1
CCOC(=O)c1c(C)c(C(=O)NCCc2ccc(OC)cc2)c(C)n1CC	2%[59 µM]	-24%	-7%	30%	-1%	7%	-3%	2%	-1
CCc1ccc(CNC(=O)c2ccc(CSc3nc4ccncc4n3Cc3ccccc3)cc2)cc1	?	-15%	-2%	20%	-4%	42%[activator]	-33%	3%	-4
NC(=O)C(c1ccccc1)c1ccc(C(=O)c2ccccc2)cc1 (centres undefined)	-8%	-22%	0%	28%	1%	-1%	-7%	-7%	1
CCc1ccccc1NC(=O)CN(C)C(=O)c1cccc(S(=O)(=O)N2CCCCCC2)c1	11%[12.7 µM]	-5%	-4%	37%	-6%	?	-7%	-1%	1
CCOc1ccc(-c2cc3c(=O)n(Cc4nc(-c5ccccc5OCC)oc4C)ccn3n2)cc1Cl	-1%[59 µM]	-24%	-10%	-5%	0%	-4%	-14%	-7%	-3
N#CC1(Nc2ccc(-c3ccc(NC4(C#N)CCCC4)cc3)cc2)CCCC1	/	-16%	12%	-5%	/	-11%	-22%	-4%	5
Cc1cc(C)c2cc(C(=O)N3CCC(N4CCCCC4)CC3)[nH]c2c1	9%	-11%	-9%	19%	-22%	6%	-12%	-2%	2
Cc1cccc(NC(=O)CSc2nc(=O)n(CCN3CCOCC3)c3c2CCC3)c1	-2%[59 µM]	-11%	0%	33%	-2%	-1%	1%	0%	-6
O=Cc1cccn1Cc1ccc(Cl)cc1Cl	76%[activator]	6%	2%	38%	48%[activator]	2%	45%[activator]	-9%	-3
c1csc(-c2nc3nc4ccccc4nc3n2Cc2ccc3c(c2)OCO3)c1	51%[activator][12.7 µM]	-14%	-3%	11%	9%	30%[activator]	9%[11.4 µM]	1%	3
c1ccc(-n2nnnc2SCc2cccc(CSc3nnnn3-c3ccccc3)n2)cc1	-2%[59 µM]	2%	8%	29%	-6%	14%	-2%	0%	-7
CC(C)(Oc1ccc(Cl)cc1)C(=O)NCc1ccc(S(N)(=O)=O)cc1	45µM*	?	-14%	3%	?	5%	-22%	?	2

Screening results as filed in PubChem BioAssay.
